From PubChem BioAssay
ARNT TACC3 PPI – ARNT/TACC3 interaction disruption | Q9Y6A5 | AlphaScreen His-ARNT PAS-B/GST-TACC3 binding, luminescence; TACC3 fragment carries E629A point mutation | inhibition, % at 9.99 µM | hit rate 0.66% among 390,000 | AID 623870;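 active means mean inhibition of replicates at least 50% and at least half of replicates each reaching 50%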;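 further: 0% = complete ARNT plus TACC3 wells and 100% = ARNT alone without TACC3; many hits fall short of the cut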
Cneo AK release – Cryptococcus neoformans lysis via adenylate kinase release; lysis activity, % at 15 µM; hit rate 0.2% among 360,000; C. neoformans lysis, adenylate kinase release luminescence, 4 h; normalised: neutral wells 0, clomiphene wells 100;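 active means mean lysis activity across replicates of at least 80%, whatever share of replicates individually reach that level; inactive means mean lysis activity below 80%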
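Material: C. neoformans cells | Amount: Yeast cell density of 5 × 10^6 cells/mL | Medium: Fresh YPD growth medium | Dosing: Single dose | Times: Static 4 h at 37 °C with compound, 1 h detection | Detection: AK luminescence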
PAX8 inh HTS – lowers PAX8-driven luciferase in RMG-I cells; RMG-I TPO-luciferase reporter, SteadyGlo, 24 h; hit rate 1.2% among 360,000; inhibition, % at 12.6 µM;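 active means mean replicate inhibition at least 60% with every replicate also reaching 60%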;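 further: luciferase light reporting Pax8 driven TPO promoter activity; plate controls were median of neutral control wells for no effect and mitoxantrone controls for full effect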
PglD DTNB – inhibitors of Campylobacter jejuni PglD acetyltransferase; purified PglD enzyme, DTNB colorimetric CoA detection; inhibition, % at 12.5 µM; hit rate 0.098% among 360,000; in the data active means inhibition above about 16%, passing the limit was not always enough; further: strong numbers were not always called active
Statin myotox sup – suppression of simvastatin myotoxicity | C2C12 myotubes + simvastatin, ATP luminescence, 48 h; scaled: DMSO 0, geranylgeraniol control 100 | rescue of ATP level, % at 7.49 µM | hit rate 0.78% among 330,000 | AID 602340;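 active means mean ATP rescue above about 67%, or every replicate alone reaching that limit, limit read from the data, passing the limit was not always enough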;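 further: myotubes were challenged with 10 µM simvastatin during compound exposure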
PGC1a acetyl inh – lowers PGC1a acetylation signal in U2OS cells. AlphaScreen anti-acetyl-lysine; with virally co-expressed GCN5 acetyltransferase. inhibition, % at 15.6 µM. hit rate 0.17% among 350,000. AID 651687;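 active means every replicate shows inhibition of at least 40%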;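 further: 0% = neutral control wells and 100% = positive control wells; some results beyond the cut were filed as inactive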
INS-1E GSIS act – GLuc luminescence reporter in INS-1E cells, primary screen for activators of glucose-dependent secretion of insulin | INS-1E GLuc reporter insulin secretion, 2-3 h | activation, % at 16.6 µM | hit rate 0.61% among 370,000 | AID 743287;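 active means lowest replicate activation of at least 40%, so every replicate reaches that level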;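 further: 0% = median of neutral control wells and 100% = median of IBMX positive control wells; some compounds called inactive have numbers as strong as hits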
LGR2 antag – blocks bursicon-induced cAMP signaling via Drosophila LGR2; HEK293 LGR2, CRE-luciferase, bursicon-stimulated, 4 h; inhibition, % at 9.99 µM; hit rate 0.35% among 380,000; AID 720647;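 active means drop in luminescence signal, shown as inhibition above about 50% in the replicate tests, limit read from the data, passing the limit was not always enough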;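 further: agonist challenge used bursicon conditioned medium at about half maximal strength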
Numbers without * were called inactive; . = no result given.

No.	Compound	ARNT TACC3 PPI	Cneo AK release	PAX8 inh HTS	PglD DTNB
1	COc1ccc(-c2nc(CSCC(=O)NCC3CCCO3)c(C)o2)cc1OC (stereo not drawn)	-3	-1	7	0
2	O=C(NC(=S)NCCO)c1cn(-c2ccccc2)nc1-c1ccccc1	4	-1	-13	1
3	C[C@H]1CN([C@@H](C)CO)C(=O)c2cccc(NC(=O)c3ccc(-c4nccs4)cc3)c2O[C@@H]1CN(C)Cc1ccc(-c2ccccc2)cc1	6	-4	16	0
4	Cc1cc(C)c2c(c1)/C(=N/NC(=O)c1ccc(O)cc1)CCC2	1	.	19	.
5	C[C@@H]1CN([C@H](C)CO)C(=O)c2cc(-c3ccncc3)cnc2O[C@H]1CN(C)C(=O)NC1CCCC1	-5	-3	.	-2
6	COc1cc(/C=N/NC(=S)Nc2cccnc2)cc(OC)c1OC	-11	.	-4	.
7	Cc1ccc(CN2CCSc3ccc(C(=O)NC4CCN(Cc5ccccc5)CC4)cc32)cc1	-1	0	34	-2
8	CC(CCc1ccc(O)cc1)N(C)CCc1ccccc1 (stereo not drawn)	2	-1	.	2
9	CCn1c(=O)c(C(=O)CN(C)CC(=O)Nc2cccc(F)c2)c(N)n(Cc2ccccc2)c1=O	3	0	22	1
10	CC(C)OC(=O)CSc1nc2c(c(C3CC=CCC3)c1C#N)CCC2 (stereo not drawn)	.	4	.	-4
11	CSc1ccc(NC(=O)CSc2nc3[nH]c(=O)cc(O)c3s2)cc1	-3	-1	1	-1
12	COc1ccc(-c2cc3ccccc3[nH]2)cc1	-20	-5	-109	1
13	O=C(c1ccc([N+](=O)[O-])cc1)N1CCOC12CCN(c1ncc(C(F)(F)F)cc1Cl)CC2	-5	4	.	0
14	COc1ccc(-c2cnc3c(c2)C(=O)N([C@H](C)CO)C[C@H](C)[C@H](CN(C)C(=O)CN(C)C)O3)cc1	3	-6	.	-2
15	CS(=O)(=O)N(CC(=O)N1CCc2ccccc2C1)c1cccc(F)c1	0	-1	12	1

No.	Statin myotox sup	PGC1a acetyl inh	INS-1E GSIS act	LGR2 antag
1	-9	1	.	.
2	-8	-2	-10	-12
3	-10	0	-5	11
4	.	3	0	2
5	-2	0	37	10
6	.	7	8	3
7	-2	4	-3	9
8	16	-2	5	0
9	-1	.	-21	-2
10	-7	-2	-8	6
11	-1	-2	-2	4
12	-12	6	-9	-87
13	-21	3	.	.
14	6	6	15	-11
15	21	.	-10	5

Reprinted from the part before: two entries, then new ones.
No.	Compound	ARNT TACC3 PPI	Cneo AK release	PAX8 inh HTS	PglD DTNB
14	COc1ccc(-c2cnc3c(c2)C(=O)N([C@H](C)CO)C[C@H](C)[C@H](CN(C)C(=O)CN(C)C)O3)cc1	3	-6	.	-2
15	CS(=O)(=O)N(CC(=O)N1CCc2ccccc2C1)c1cccc(F)c1	0	-1	12	1
16	Cc1ccc(CN2CCN(C3CCOCC3)CC2CCO)cc1 (stereo not drawn)	8	0	3	1
17	CC1CCN(S(=O)(=O)c2ccc(C(=O)Nc3nnc(C4=COCCO4)o3)cc2)CC1	62*	4	1	0
18	C/C=C/c1ccc2c(c1)O[C@H](CN(C)Cc1ccc(F)cc1)[C@H](C)CN([C@H](C)CO)S2(=O)=O	5	8	.	-1
19	CCCCN(C=O)c1c(CC)nc2c(OCc3cc(Cl)cc(Cl)c3)cccn12	.	3	14	4
20	C[C@H](CO)N1C[C@H](C)[C@H](CN(C)C(=O)Nc2cccc3ccccc23)Oc2ccc(NC(=O)Nc3ccc4c(c3)OCO4)cc2CC1=O	.	1	-39	-1
21	CO[C@H]1CN(C)C(=O)c2cc(NC(=O)Nc3cc(F)ccc3F)ccc2OC[C@H](C)N(C(=O)c2cnccn2)C[C@@H]1C	5	-1	-8	-1
22	CC1=CC(C)(C)N2C(=O)C3(C(C#N)=C(N)OC4=C3C(=O)CC(C)(C)C4)c3c(C)c(C)cc1c32 (stereo not drawn)	-5	1	.	4
23	COc1ccc2[nH]c(=O)c(CN(C(C)=O)C3CCCCC3)cc2c1	-11	.	.	.
24	CCCn1c2ccccc2c2cnn(CC(=O)NC3CCCCC3C)c(=O)c21 (stereo not drawn)	-8	-1	-9	-5
25	O=C(COC(=O)c1ccc([N+](=O)[O-])cc1)NC12CC3CC(CC(C3)C1)C2	2	4	1	1
26	COc1ccc(CNC(=O)c2ccc(Cn3nc(C)c([N+](=O)[O-])c3C)o2)cc1	-1	.	39	.
27	COCCC(=O)N1CCC(n2nccc2NC(=O)CCc2ccccc2)CC1	-4	1	4	1
28	CSc1nc(-c2ccccc2)nc(C(Cl)Cl)n1	-3	2	99*	1
29	COc1ccccc1S(=O)(=O)N[C@@H]1C=C[C@@H](CC(=O)N2CCOCC2)O[C@@H]1CO	-1	15	4	4
30	COc1ccc(/C=C/C(=O)Nc2ccc3nc4n(c(=O)c3c2)CCCC4)cc1	-6	.	-10	.
31	N#CCCn1cc(/C=C(\C#N)c2nc3ccccc3s2)c(-c2ccc(F)cc2)n1	5	-3	-5	4

No.	Statin myotox sup	PGC1a acetyl inh	INS-1E GSIS act	LGR2 antag
14	6	6	15	-11
15	21	.	-10	5
16	0	.	-3	19
17	.	2	16	5
18	8	-11	3	-1
19	-18	13	-4	4
20	12	-6	8	-2
21	6	4	-7	-7
22	92*	-17	-11	2
23	5	.	6	-12
24	-4	7	4	12
25	5	-8	41	5
26	.	18	12	8
27	-13	4	-3	-21
28	.	.	-22	10
29	-4	5	6	7
30	.	.	10	-25
31	-11	-7	50*	.

A few values from the entries so far.
For ARNT TACC3 PPI, #28 has the entry -3
For Statin myotox sup, #19 has the entry -18
For Statin myotox sup, #20 has the entry 12
For PAX8 inh HTS, #16 has the entry 3

Full records from above. Order of screens: ARNT TACC3 PPI	Cneo AK release	PAX8 inh HTS	PglD DTNB	Statin myotox sup	PGC1a acetyl inh	INS-1E GSIS act	LGR2 antag
Profile of `CC1CCN(S(=O)(=O)c2ccc(C(=O)Nc3nnc(C4=COCCO4)o3)cc2)CC1` = 62*	4	1	0	.	2	16	5
Profile of `CO[C@H]1CN(C)C(=O)c2cc(NC(=O)Nc3cc(F)ccc3F)ccc2OC[C@H](C)N(C(=O)c2cnccn2)C[C@@H]1C` = 5	-1	-8	-1	6	4	-7	-7
Profile of `COc1ccccc1S(=O)(=O)N[C@@H]1C=C[C@@H](CC(=O)N2CCOCC2)O[C@@H]1CO` = -1	15	4	4	-4	5	6	7
Profile of `CC1=CC(C)(C)N2C(=O)C3(C(C#N)=C(N)OC4=C3C(=O)CC(C)(C)C4)c3c(C)c(C)cc1c32` (stereo not drawn) = -5	1	.	4	92*	-17	-11	2
Profile of `COc1ccc2[nH]c(=O)c(CN(C(C)=O)C3CCCCC3)cc2c1` = -11	.	.	.	5	.	6	-12

Compounds above that have a nitro group on carbon:
No.	Compound	ARNT TACC3 PPI	Cneo AK release	PAX8 inh HTS	PglD DTNB
13	O=C(c1ccc([N+](=O)[O-])cc1)N1CCOC12CCN(c1ncc(C(F)(F)F)cc1Cl)CC2	-5	4	.	0
25	O=C(COC(=O)c1ccc([N+](=O)[O-])cc1)NC12CC3CC(CC(C3)C1)C2	2	4	1	1
26	COc1ccc(CNC(=O)c2ccc(Cn3nc(C)c([N+](=O)[O-])c3C)o2)cc1	-1	.	39	.

No.	Statin myotox sup	PGC1a acetyl inh	INS-1E GSIS act	LGR2 antag
13	-21	3	.	.
25	5	-8	41	5
26	.	18	12	8

Rows were taken by chance; overall some 2.9% were active at least once.
